Bioassay records deposited in PubChem BioAssay by National Center for Advancing Translational Sciences (NCATS).
KCNH2 WT inh: blocks the wildtype human KCNH2 potassium channel | Q12809 | U2OS, BacMam KCNH2, thallium flux FluxOr; hits give low values | activity change, % at 1.84 µM | 340,000 compounds, 0.37% hits | AID 720551;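 active means maximum activity change below -70%; inconclusive means maximum activity change between -70% and -50%; inactive means maximum activity change above -50%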; further: on the % scale 0 is the no-effect control and ±100 the full control effect
Target sequence (Q12809 whole entry, looked up): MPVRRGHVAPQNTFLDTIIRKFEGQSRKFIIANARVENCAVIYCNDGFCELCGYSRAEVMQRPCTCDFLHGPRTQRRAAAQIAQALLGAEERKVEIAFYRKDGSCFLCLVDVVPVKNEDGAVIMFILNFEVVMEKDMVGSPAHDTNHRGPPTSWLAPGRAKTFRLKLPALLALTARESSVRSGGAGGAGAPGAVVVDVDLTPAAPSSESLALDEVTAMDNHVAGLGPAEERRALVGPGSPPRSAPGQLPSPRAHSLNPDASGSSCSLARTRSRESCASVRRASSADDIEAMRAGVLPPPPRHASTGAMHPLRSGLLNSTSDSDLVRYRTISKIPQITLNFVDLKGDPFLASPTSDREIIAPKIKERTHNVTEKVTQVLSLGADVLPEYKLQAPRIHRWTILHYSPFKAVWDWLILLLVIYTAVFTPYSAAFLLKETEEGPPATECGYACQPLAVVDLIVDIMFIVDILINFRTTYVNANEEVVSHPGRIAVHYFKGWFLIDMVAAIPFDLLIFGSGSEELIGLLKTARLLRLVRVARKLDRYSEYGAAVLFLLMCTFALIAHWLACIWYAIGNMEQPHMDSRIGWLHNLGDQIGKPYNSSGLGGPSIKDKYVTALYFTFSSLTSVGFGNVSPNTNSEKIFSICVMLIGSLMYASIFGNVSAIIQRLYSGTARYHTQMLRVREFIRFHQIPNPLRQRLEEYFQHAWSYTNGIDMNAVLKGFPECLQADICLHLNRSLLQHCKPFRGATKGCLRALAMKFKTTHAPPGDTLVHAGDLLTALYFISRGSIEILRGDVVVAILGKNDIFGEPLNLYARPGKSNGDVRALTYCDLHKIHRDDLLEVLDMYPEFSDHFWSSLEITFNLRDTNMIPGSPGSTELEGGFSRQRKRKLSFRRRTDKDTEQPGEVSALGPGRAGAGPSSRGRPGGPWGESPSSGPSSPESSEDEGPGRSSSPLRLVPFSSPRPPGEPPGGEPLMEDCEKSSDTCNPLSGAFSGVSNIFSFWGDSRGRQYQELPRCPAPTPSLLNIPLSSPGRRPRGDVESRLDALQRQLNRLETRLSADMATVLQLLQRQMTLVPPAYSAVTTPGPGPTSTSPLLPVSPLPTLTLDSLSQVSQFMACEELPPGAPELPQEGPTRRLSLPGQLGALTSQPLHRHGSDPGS
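U2OS cells were transduced with wild-type KCNH2 virus (2.03 x 10^8 / mL) for 4 h at room temperature, then cultured overnight at 37 C. Thallium flux was read with FluxOr dye. Rate constants were normalized to DMSO controls.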
KCNH2 3.1 inh: blocks the human KCNH2 3.1 channel isoform | U2OS KCNH2 3.1, thallium flux FluxOr; hits give low values | activity change, % (tested at about 1.8 µM) | 340,000 compounds, 0.95% hits;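 active means maximum activity change below -70%; inconclusive means maximum activity change from -70% to -50%; inactive means maximum activity change above -50%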;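 further: thallium influx rate constant from kinetic fluorescence after stimulation buffer; on the % scale 0 is the no-effect control and ±100 the full control effect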
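Kinetic fluorescence (2 min after stimulation buffer) measures Tl+ influx through KCNH2 3.1 expressed by viral transduction in U2OS cells; the rate constant is normalized against DMSO controls serving as positive and negative references.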
TCR act: T cell receptor activation; Potency, µM (highest dose often 9.22 µM), for inactives: at the highest dose activation of IL-2 secretion, most hits filed as activators; 330,000 tested, under 10 active; primary human leukocytes, anti-CD3, IL-2 HTRF, 48 h; active means well fitted activation curve with a large enough effect; inconclusive means small, poorly fitted or top-dose-only effect, or another doubt; inactive means no such curve, though single readings can be large or run the other way; further: % of control where 0% means no effect
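1) Mix primary human leukocytes, a-CD3 beads and compound. 2) Incubate 48 hr. 3) Add HTRF IL-2 reagents (a-IL-2-K, a-IL-2-d2).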
* marks the source's active call; other numbers are inactive results; ? = inconclusive; & = joins results of further samples.

compound	TCR act	KCNH2 3.1 inh	KCNH2 WT inh
CN(CC(=O)Nc1ccccc1Br)C(=O)c1cccc(S(=O)(=O)N2CCc3ccccc32)c1	-1%	-1	14
Cc1ccc(C(C)C)c(O)c1	-3%	2	3
Nc1cnccc1Oc1cccc(C(F)(F)F)c1	-2%	36	-1
COc1cc(NCCCn2ccc(NC(=O)OCc3ccccc3)nc2=O)cc(OC)c1OC	1%	-7	23
c1cnc2nc3c4ccccc4c4ccccc4c3nc2c1	0%	10	2
NC(=O)c1ncn([C@@H]2O[C@H](CNCc3c(OCc4ccccc4F)ccc4ccccc34)[C@@H](O)[C@H]2O)n1	8%	2	2
CCOC(=O)c1ccc2ncc(C(=O)OCC)c(NCCN(C)C)c2c1	-2%	4	-3
O=C1OCCN1c1ccccc1	2%	-26	-6
Cc1ccc(NS(=O)(=O)c2ccc(OCC(=O)NCc3ccccn3)cc2)cc1	0%	-3	-13
COc1ccc(C2/C(=C(/O)c3cnn(-c4ccccc4)c3C)C(=O)C(=O)N2CCN(C)C)cc1OC (stereo not given)	-1%	-40	-2
CN(c1ccccc1)S(=O)(=O)c1ccc(Cl)c(C(=O)OCC(=O)c2c(N)n(C)c(=O)n(C)c2=O)c1	3%	-6	2
Cc1c(C(=O)NNC(=O)c2ccccc2O)oc2ccc(Br)cc12	11%	-7	-16
CCOC(=O)c1c(CN2CCNCC2)nc2ccc(Cl)cc2c1-c1ccccc1	-36%	-2	10
c1ccc(C2=NOC(c3nnc(-c4ccccc4)o3)C2)cc1 (stereo not given)	0%	7	-3
COC(=O)C1CC2(C(=O)OC)CC(C(=O)OC)(CC(C(=O)OC)C2=O)C1=O (stereo not given)	-1%	2	5
Cc1cc(/C=C2/SC(=S)N(c3cccc(C(F)(F)F)c3)C2=O)c(C)n1-c1cccnc1	10%	-31	16
CC1=C(C(=O)OCCOC(C)C)C(c2cccc3ccccc23)NC(=O)N1 (stereo not given)	-3%	12	-1
Cc1ccc2nc3[nH]c(=O)[nH]c(=O)c3c(N)c2c1	-9%	4	0
COc1ccc(S(=O)(=O)N2CCN(Cc3cccc([N+](=O)[O-])c3)CC2)cc1	-2%	17	0
COc1cc(NC(=O)NCc2ccco2)ccc1-c1ccc(NC(=O)NCc2ccco2)cc1OC	2%	31	2
O=C(CCCCCCCCC(=O)N1CCCCC1)N1CCCCC1	0%	5	6
CCCCCN=C(N)N/N=C/c1c[nH]c2ccc(OC)cc12	8%	21	-5
Cc1ccc(S(=O)(=O)NC(=S)c2ccccc2)cc1	-5%	7	-6
CCCCn1cnc2c(c(CC#N)nn2-c2ccccc2)c1=N	-3%	-8	10
COc1ccc(CNC(=O)CN2C(=O)c3ccccc3S2(=O)=O)cc1	3%	-5	15
CC(C)CCN1CCC(CN2C(=O)C(=O)NC[C@@H]2Cc2ccccc2)CC1	-1%	-12	6
CC1(c2nnc(-c3cccc(Cl)c3)o2)CC(c2ccc(F)cc2)=NO1 (stereo not given)	-1%	11	11
O=C(Nc1ccccc1)[C@@H]1CC=C[C@@H]2CCN(Cc3ccc(Cl)c(Cl)c3)C(=O)[C@@H]21	7%	2	3
CC(C)=CCc1c(O)cc(O)c2c(=O)c3c(CC=C(C)C)c(O)ccc3oc12	-2%	7	-7
CN1CCN(C2Cc3cc(Cl)ccc3Sc3cc(F)ccc32)CC1 (stereo not given)	2%	-6	0
O=S(Cc1ccc(Cl)cc1)c1ccccc1 (stereo not given)	-3%	2	-5
CSC1=C(C#N)C2(CCCCC2)C(C(=O)Nc2ccccc2)=C(C)N1	0%	7	26
Cc1[nH]nc(-c2cccnc2)c1N=NN(C)C	3%	-27	-5
CCCCn1c(N)c(N(CC(C)C)C(=O)CN2C(=O)NC3(CCC(C(C)(C)CC)CC3)C2=O)c(=O)[nH]c1=O (stereo not given)	-1%	11	-6
CCCCOC(=O)Cn1c(=N)n(CCN2CCOCC2)c2ccccc21	-4%	-22	-2
COc1ccc2oc(C(=O)N3CCN(S(=O)(=O)c4c(C)c(C)cc(C)c4C)CC3)c(C)c2c1	5%	-6	8
Cn1c(=S)c2[nH]c(SCc3cccnc3)nc2n(C)c1=O	-2%	-11	7
COC(=O)c1cccc(F)c1C(=O)c1cccc2ccccc12	1%	-8	0
Cc1cccc(NC(=O)c2ccc(C)c(S(=O)(=O)N3CCOCC3)c2)n1	2%	7	-3
CC(C)c1ccccc1OCCCCN1CCCCC1	-3%	-16	6
CC1=NN(c2cc(Cl)c(S(=O)(=O)O)cc2Cl)C(=O)C1	-2%	40	1
Cc1ccccc1C1=C/C(=C(\SS/C(C(=O)c2ccc(OCC(=O)O)c(Cl)c2Cl)=C2\C=C(c3ccccc3C)SS2)C(=O)c2ccc(OCC(=O)O)c(Cl)c2Cl)SS1	-7%	2	-5
CC1(C(=O)N/N=C/c2c(F)c(F)c(F)c(F)c2F)CC1(Cl)Cl (stereo not given)	-1%	21	0
S=C(NN=Cc1ccccn1)N(Cc1ccccn1)Cc1ccccn1	-3%	14	3
O=C(CN1CCN(CC(=O)c2ccc(Cl)cc2)CC1)c1ccc(Cl)cc1	-2%	-5	4
Cc1cc(-c2nc3ncccc3o2)ccc1NC(=O)c1ccc([N+](=O)[O-])o1	-4%	22	-3
CCOC(=O)c1sc(NC(=O)C(CC)Sc2nc3ccccc3[nH]2)nc1C (stereo not given)	8%	-8	0
CC(=O)N1CCc2c(sc(NC(=O)c3ccc(S(=O)(=O)N(C)C)cc3)c2C#N)C1	1%	-8	4

Some values from the results shown:
KCNH2 3.1 inh, Cc1cc(-c2nc3ncccc3o2)ccc1NC(=O)c1ccc([N+](=O)[O-])o1 stands at 22
KCNH2 3.1 inh, S=C(NN=Cc1ccccn1)N(Cc1ccccn1)Cc1ccccn1 stands at 14
KCNH2 3.1 inh, CC(=O)N1CCc2c(sc(NC(=O)c3ccc(S(=O)(=O)N(C)C)cc3)c2C#N)C1 stands at -8

Remaining list, next part
compound	TCR act	KCNH2 3.1 inh	KCNH2 WT inh
Nc1ccc2c(c1)C(=O)c1cc(Cl)c(Cl)cc1-2	9%	9	-3
COc1ccccc1C(=O)Cc1ccccc1	2%	5	-7
O=C1OCC(CC2=C(O)C(=O)OC2)=C1O	0%	-7	15
O=C(Nc1ccccc1Cl)O/N=C/c1ccncc1	0%	3	9
COc1cc(C2C(c3ccccc3)C(c3cc(OC)cc(=O)o3)C2c2ccccc2)oc(=O)c1 (stereo not given)	-6%	-3	-5
Cc1cc(C)n(-c2cc(N3CCN(C(=O)c4ccccc4C)CC3)ccc2[N+](=O)[O-])n1	5%	-5	7
COC(=O)[C@H](Cc1ccccc1)NS(=O)(=O)c1ccc(F)cc1Br	3%	-1	-29
Cc1c2cnn(CC(=O)NCCN3CCOCC3)c(=O)c2c(C)n1Cc1ccccc1F	-2%	2	6

Results in KCNH2 3.1 inh, for 2 of the compounds above:
molecule | KCNH2 3.1 inh
COc1cc(C2C(c3ccccc3)C(c3cc(OC)cc(=O)o3)C2c2ccccc2)oc(=O)c1 (stereo not given) | -3
Cc1cc(C)n(-c2cc(N3CCN(C(=O)c4ccccc4C)CC3)ccc2[N+](=O)[O-])n1 | -5

Going on with the list.
compound	TCR act	KCNH2 3.1 inh	KCNH2 WT inh
N#CCCN(C(=O)COC(=O)C1CCN(S(=O)(=O)c2ccccc2C(F)(F)F)CC1)c1ccccc1	-3%	16	0
COc1ccc(NC(=S)NCCCn2ccnc2)cc1	-2%	-5	-1
Cc1nn2c3cc(N4CCOCC4)ccc3nc2c2ccccc12	6%	9	-7
O=C(/C=C/C(Cl)(Cl)Cl)Nc1ccc(Cl)cc1	6%	-2	4
O=[N+]([O-])c1cccc(COc2ccc(CN3CCCCC3)cc2)c1	-1%	?	22
O=S(=O)(NCCSCc1ccc(Cl)c(Cl)c1)c1ccc2c(c1)OCCO2	0%	-3	-10
CCOC(=O)C1(C(=O)OCC)NC(=O)CC1C(C)C (stereo not given)	9%	-9	5
COc1cc(/C=C/c2ccc(/C=C/c3cc(OC)c(OC)c(OC)c3)cc2)cc(OC)c1OC	-6%	6	-11
Cc1cccn2c(=O)c3cc(C#N)c(=NC(=O)c4ccccc4)n(Cc4ccco4)c3nc12	-7%&6%	-6&0	-2&9
O=C(NC1(C(F)(F)F)NC(=O)N(Cc2ccccc2)C1=O)c1cccs1 (stereo not given)	3%	-5	-1
Cc1cc2c(NCC(C)O)ncnc2s1 (stereo not given)	1%	7	-2
Cc1cc(OCC(=O)NCCCN2CCOCC2)cc(C)c1Cl	7%	11	2
CC[C@]12C(=O)N(C)C[C@H]([C@@H]3C(=O)N(Cc4ccccc4)C(=O)[C@@H]31)N2C(=O)c1ccc(Br)cc1	6%	-4	0
CC(=O)OCC(=O)C1(O)CCC2C3CCC4=CC(=O)CCC4(C)C3C(O)CC21C (stereo not given)	-4%	25	-6
O=C1NC(=S)NC1=Cc1ccc2c(c1)CCC2	8%	1	10
O=C(Nc1ccccc1)c1ccccc1NC(=O)c1ccccc1[N+](=O)[O-]	-12%	3	-2
CC(C)CCN1CCC(CN2CCNC(=O)C2=O)CC1	-1%	-6	-6
CC(=O)/C(=N\Nc1ccccc1)Oc1ccc(Br)cc1	-4%	18	-1
CCNC(=O)NC(=O)C(C)OC(=O)c1cccnc1SC (stereo not given)	2%	7	-16
O=C1COc2c1ccc(O)c2O	-2%	-10	-3
Nc1nc(SCc2ccccc2)c2ncn(Cc3ccccc3)c2n1	-4%	11	-7
CC[C@]12C(=O)N(C)C[C@H]([C@@H]3C(=O)N(C)C(=O)[C@@H]31)N2C(=O)c1ccc(Cl)cc1	0%	-4	-2
COc1ccc(C(=O)C=Cc2cccs2)c(O)c1	4%	4	2
COc1ccc(OC)c(Nc2cc(C)nc3ccc(C)cc23)c1	4%	-7	-7
CC1=NNC(=O)C1Cc1ccccc1 (stereo not given)	-7%	3	3
COc1ccc(CC(=O)Nc2cc(S(=O)(=O)N3CCOCC3)ccc2N2CCCC2)c(OC)c1	1%	-2	4
O=[N+]([O-])c1ccccc1N=Nc1ccc(O)cc1O	2%	-13	3
Nc1ccc(-n2nc3ccccc3n2)cc1	14%	-6	-11
O=C(O)C1CCN(Cc2cnn(-c3ccccc3)c2-n2cccc2)CC1	-2%	5	-9
CC(C)(C)c1ccc(OCCCCCCN2CCNCC2)cc1	6%	-30	11
COCCCN(C(=O)c1ccc(-c2ccc(C(C)=O)cc2)o1)c1c(N)n(CC(C)C)c(=O)[nH]c1=O	-1%	-2	-16
O=C(O)c1cccc2c1Cc1cc(Cl)ccc1-2	-3%	15	-1
CC1(C)Nc2cccc3cccc(c23)N1	8%	-6	2
Cc1c(O)nc(SC2CC(=O)N(c3cc(Cl)cc(Cl)c3)C2=O)[nH]c1=O (stereo not given)	19%	-6	-2
COc1ccc(-c2oc3ccc(N4CCOCC4)cc3c2C#CCO)cc1	-5%	2	0
COc1cc(/C=N/NC(=O)c2ccoc2C)cc(OC)c1OC	-26%	24	6
COc1cnc(-c2ccccc2)c(-c2ccccc2)n1	-1%	0	0
O=C(NNC(=O)c1cccc2ccccc12)c1ccc(Cl)cc1Cl	4%	22	3
CN(C)c1ccc(CSc2ccccc2)cc1	-2%	3	2
COc1ccc(C(=O)Nc2ccccc2-c2nnn(CC(N)=O)n2)cc1	-11%	-8	-2
O=c1c2ccccc2nc(/C=C/c2ccc(Br)cc2)n1CCO	5%	-12	4
O=C(NN=Cc1ccccc1O)C(O)c1ccccc1 (stereo not given)	-3%	-1	0
O=C(NC1CC1)C1=C[C@H](c2coc3ccccc3c2=O)C[C@H](OCc2ccc(CO)cc2)O1	-10%	-11	7
CC1(C)SC(C)(C)N(C=O)C1C(=O)O (stereo not given)	-78%	9	-1
N/C(=N\OC(=O)c1ccccc1)C(C(=O)NOC(=O)c1ccccc1)C1CCCCC1 (stereo not given)	1%	26	-1
C/C(=C\C(=O)OCCCCCCCCC(=O)O)C[C@@H]1OC[C@H](C[C@@H]2O[C@H]2[C@@H](C)[C@H](C)O)[C@@H](O)[C@H]1O	1%	-13	-6
O=S1(=O)c2ccc(Br)cc2N2CCC[C@@H]2CN1C1CC1	-2%	-2	-8
COc1c2ccoc2cc2oc(C)cc(=O)c12	-3%	-1	1
CNC(C)C#Cc1ccc2c(=O)c3cc(C)c(C)cc3oc2c1 (stereo not given)	-4%	25	0
Cn1nc(C(=O)O)c(=O)n(C)c1=O	1%	11	1
Nc1ccc(S(=O)(=O)Nc2cnc3c(Cl)cccc3n2)cc1	-11%	0	1
COc1cc(O)c2c(=O)c3c(O)c(O)ccc3oc2c1OC	1%	6	-2

An excerpt; count on the stated rates, not on these rows.
